TRb-SRC2 inh = disrupts binding of human TR beta to SRC2; Potency, µM (doses to about 106 µM), inactives show at the top dose activity change, negative = inhibition, actives largely listed as inhibitors; TRbeta-SRC2 peptide binding, fluorescence polarization; receptor liganded with 1 µM T3; actives 0.065% (n = 280,000); AID 1469; P10828;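 note: plate controls were bound peptide for no effect and peptide without receptor for full effect; nearly all actives have a fitted effect of over 50% in size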
Target sequence (P10828 whole entry, looked up): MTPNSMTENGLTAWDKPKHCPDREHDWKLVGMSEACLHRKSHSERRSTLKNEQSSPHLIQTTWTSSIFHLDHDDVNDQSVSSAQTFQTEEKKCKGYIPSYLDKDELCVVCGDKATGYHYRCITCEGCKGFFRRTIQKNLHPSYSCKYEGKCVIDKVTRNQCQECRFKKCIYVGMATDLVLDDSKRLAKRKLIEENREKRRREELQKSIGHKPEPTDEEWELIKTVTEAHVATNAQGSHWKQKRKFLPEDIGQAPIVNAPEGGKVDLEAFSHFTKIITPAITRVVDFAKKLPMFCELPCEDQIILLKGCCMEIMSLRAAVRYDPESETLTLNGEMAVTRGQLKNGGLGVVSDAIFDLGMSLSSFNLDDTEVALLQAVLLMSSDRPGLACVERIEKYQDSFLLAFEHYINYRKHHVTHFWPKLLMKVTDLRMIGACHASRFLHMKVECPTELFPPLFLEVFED
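Human TRb LBD (0.6 uM) plus Texas Red-labeled SRC2 peptide (20 nM), 1uM T3, 5% DMSO, 5 hr at ambient temperature. Decreased polarization (555/632 nm) flags inhibition; data normalized to free and bound peptide controls.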
Tau fibril FP = blocks human tau fibril formation measured by polarization. P10636. K18 P301L tau heparin fibrillization, Alexa594 FP, 6 h. Potency, µM (titrated, usually from 57.7 µM), without a hit: top-dose activity, negative = inhibition, actives largely listed as inhibitors. actives 0.39% (n = 280,000). AID 1468; note: % is set by controls: 0 for no effect and ±100 for the full control effect; nearly all actives have a fitted effect of over 55% in size
Target sequence (P10636 561-689 P618L limits assumed): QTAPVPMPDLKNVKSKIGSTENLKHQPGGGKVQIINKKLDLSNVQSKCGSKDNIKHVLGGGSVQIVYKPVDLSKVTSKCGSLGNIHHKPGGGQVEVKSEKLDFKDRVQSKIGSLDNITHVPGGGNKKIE
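FP of Alexa 594-tau after heparin (20 uM) induction. Substrate: human K18 P301L, 15 uM unlabeled, 0.24 uM labeled. Buffer 100 mM sodium acetate pH 7. 6 hr, 37 C.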
L3MBTL1 inh = L3MBTL1 (human) inhibition | AlphaScreen L3MBTL1–H3K9me1 peptide binding | actives 0.66% (n = 230,000) | Potency, µM (top dose mostly 57.1 µM), inactives show top-dose activity, negative = inhibition, actives largely listed as inhibitors; note: % is set by controls: 0 for no effect and ±100 for the full control effect; nearly all actives have a fitted effect of over 60% in size
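First, the protein-peptide complex forms for 30 min at room temperature (L3MBTL1 50 nM, biotinylated H3K9me1 peptide 75 nM). Next, compounds are pin-transferred and incubated 30 min. Finally, AlphaScreen beads are added and read after 30 min.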
Tau fluor cs = counter-screen for tau fibril formation inhibitors. tau K18 P301L Alexa594 fluorescence, heparin fibrillization. Potency, µM (series often up to 57.7 µM), for inactives: at the highest dose activity change, negative = decrease. AID 1463. actives 0.93% (n = 280,000); note: % is set by controls: 0 for no effect and ±100 for the full control effect; nearly all actives have a fitted effect of over 55% in size
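Human K18 P301L tau (15 uM unlabeled plus 0.24 uM Alexa 594-labeled, final) in 100 mM sodium acetate pH 7 was mixed with compound and 20 uM heparin and incubated 6 hr at 37 C.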
Tau fibril ThT = inhibitors of human tau fibril formation, thioflavin T binding; AID 1460; recombinant tau K18 P301L (four-repeat tau fragment), heparin-induced fibrillization, ThT fluorescence; actives 2.1% (n = 270,000); Potency, µM (highest dose often 57.4 µM), for the others: at the top dose activity, negative = inhibition, actives largely listed as inhibitors; P10636; note: % is set by controls: 0 for no effect and ±100 for the full control effect; nearly all actives have a fitted effect of over 55% in size
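Aggregation was driven by heparin (20 uM final) acting on recombinant tau […] bearing P301L in 100 mM sodium acetate pH 7; fibrils were detected with Thioflavin T.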
HTT cytoprotect = Huntington cell model cytoprotection by ATP luminescence | Potency, µM (series often up to 56.4 µM), for inactives: cytoprotection (ATP increase), actives largely listed as activators | actives 0.14% (n = 230,000) | AID 1471 | PC12 HTT-Q103 induced, cytoprotection, ATP luminescence, 40 h;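 note: % of control where 0% means no effect; nearly all actives have a fitted effect of over 45% in size; toxic huntingtin expression switched on by the ecdysone agonist tebufenozide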
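Stable PC12 Q103-GFP cells in serum-supplemented, phenol red-free DMEM; induction by tebufenozide at 100 nM final; compound dose series; cell viability quantified luminescently from ATP.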
TR SRC2 fluor cs = alters Texas Red total fluorescence, flagging assay interference. AID 1479. Potency, µM (doses to about 106 µM), for the others: at the top dose fluorescence change, negative = quenching. TRb/SRC2 Texas Red total fluorescence interference. actives 0.29% (n = 280,000); active = well fitted curve in either direction with a large enough effect; inconclusive = small, poorly fitted or top-dose-only effect; note: % is set by controls: 0 for no effect and ±100 for the full control effect
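Human TRb ligand-binding domain at 0.6 uM with 20 nM Texas Red SRC2 peptide in Tris buffer containing 1 uM T3 and 5% DMSO, incubated with compound 5 h at ambient temperature. Total fluorescence (555/632 nm) calculated as parallel + 2 × perpendicular.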
RECQ1 helicase = blocks DNA unwinding by human RECQ1; P46063; RECQ1 DNA unwinding, red fluorescence kinetic read; actives 0.54% (n = 240,000); Potency, µM (series often up to 57.3 µM), without a hit: at the highest dose activity, negative = inhibition, usual class: inhibitors;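 note: plate controls were vehicle for no effect and no enzyme for full effect; nearly all actives have a fitted effect of over 30% in size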
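50 nM RECQ1T1 preincubated 15 min with compound in Tris pH 8.0 buffer with MgCl2, DTT, Tween-20 and 2.5 ug/ml poly(dI-dC); started with 200 nM TAMRA/BHQ-2 forked duplex and 2 mM ATP. Unwinding read as fluorescence (525/598 nm), two reads 2 h apart.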
* hit, by the source's call; i = inactive; ? = inconclusive; . = no result given; [ ] = dose if it differs, or a comment. Unless noted, calls come from the whole dose curve; as a rule, active = well fitted curve in the direction sought with a large enough effect; inconclusive = small, poorly fitted or top-dose-only effect, or another doubt; inactive = no such curve, though single readings can be large; an effect the other way counts as inactive or inconclusive. Potency is the fitted concentration of half-maximal effect. These rows are one share of the data; count on the stated rates, not on these rows.

Values run as follows: TRb-SRC2 inh | Tau fibril FP | L3MBTL1 inh | Tau fluor cs | Tau fibril ThT | HTT cytoprotect | TR SRC2 fluor cs | RECQ1 helicase
1. O=C1N(Cc2ccc(F)cc2)CCN1c1ccc(F)cc1
→ 4% | -1% | 13% | -10% | -3% | -21% | -2% | -1%
2. CCN(CC)c1ccc(/C=C(/C#N)C(=O)NCc2ccccc2)o1
→ 0% | 0% | 5% | -28% | ? | 11%[10 µM] | -2% | -3%
3. COC(=O)COc1ccc2c(-c3ccc(OC)cc3)cc(=O)oc2c1
→ -1% | 9% | . | -18% | -17% | 1% | 1% | i
4. Cc1cc2oc(C(=O)Nc3ccc(S(=O)(=O)Nc4nccs4)cc3)cc(=O)c2cc1Cl
→ 1% | -9% | ? | ? | -7% | -12%[10 µM] | -3% | -6%
5. O=C1ON=C(c2ccccc2)/C1=C/c1cccnc1
→ -1% | 5% | 3% | 8% | 3% | 27%[10 µM] | -2% | -5%
6. Cc1cc(NC(=O)c2cc(-c3ccc(Cl)c(Cl)c3)on2)n(-c2ccccc2)n1
→ -1% | -12% | . | -11% | -16% | . | ? | .
7. Cc1cc(=O)n2nc(N3CCCC3C(=O)NCc3ccccn3)sc2n1 (configuration not stated)
→ 5% | 7% | 1% | 4% | -3% | 3% | -6% | -4%
8. COc1ccccc1NS(=O)(=O)c1ccc(OC)c(OC)c1
→ -11% | -2% | 4% | 6% | 3% | 3%[10 µM] | -1% | i
9. Cc1ccc(C(=O)N(CC(=O)NC2CCCC2)Cc2cccs2)s1
→ -2% | -8% | 12% | -3% | -7% | -4%[10 µM] | -4% | 4%
10. COc1ccc(C2c3[nH]c4ccccc4c3CCN2Cc2ccoc2)c(F)c1 (configuration not stated)
→ 5% | 8% | -6% | ? | -13% | 4%[10 µM] | 0% | -9%
11. O=C(Cc1ccccc1F)OCC(=O)N1CCc2ccccc21
→ -7% | 5% | -3% | -13% | -14% | -18% | -4% | i
12. N#Cc1ccc(C(=O)Nc2nc(SCc3ccc(Cl)cc3)n[nH]2)cc1
→ -3% | 14% | 36%[activator] | 13% | 12% | 11%[10 µM] | -4% | i
13. CC1=NNC(=O)C1CCC(=O)N/N=C/c1ccccc1 (configuration not stated)
→ 1% | -3% | . | 11% | . | 12%[10 µM] | -2% | -16%
14. CCSc1ccccc1C(=O)Nc1cc(OC)c(OC)c(OC)c1
→ 0% | 1% | 3% | -2% | 1% | -11% | 0% | 20%
15. O=C(NCc1n[nH]c(=S)n1Cc1ccccc1)c1ccc(Cl)cc1Cl
→ 0% | 2% | 5% | -8% | -3% | ? | -2% | -5%
16. CCC1Oc2ccc(C)cc2N(CC(=O)N2CCN(c3ccc(F)cc3)CC2)C1=O (configuration not stated)
→ -2% | 6% | 4% | -15% | -4% | -11% | -1% | 10%
17. CCCCOc1ccc(C2c3c(-c4ccccc4O)n[nH]c3C(=O)N2Cc2ccncc2)cc1OC (configuration not stated)
→ 2% | 9% | . | ? | -13% | . | -2% | .
18. CC1=C(C(=O)Nc2ccc(Cl)cc2)C(c2ccccc2)n2ncc(C(=O)Nc3ccccc3)c2N1 (configuration not stated)
→ -4% | ? | . | -13% | 13% | . | 3% | .
19. Cc1ccccc1OCC(=O)NCCC1=CCCCC1
→ -5% | 1% | 53%[activator] | 11% | 9% | . | -1% | -13%
20. Cc1ccc(OCc2cnc(Cl)s2)c(C)c1
→ -2% | 3% | 48%[activator] | 0% | 6% | -19% | -1% | 25%
21. Cn1c(SCC(=O)Nc2nccs2)nnc1-c1ccc(S(=O)(=O)N2CCCC2)cc1
→ 4% | 0% | . | -7% | -12% | 17% | 3% | i
22. CCC(C)N(C)C1CCN(C(=S)Nc2cccc(OC)c2)CC1 (configuration not stated)
→ -5% | 3% | . | 0% | -2% | -11% | 0% | i
23. COc1ccc(CC(=O)Nc2ccc3nc(Nc4cccc(Cl)c4)cc(C)c3c2)cc1
→ 5% | ? | . | 4.5µM*[quencher] | ? | . | -4% | .
24. COc1ccc(-c2nnc(NC(=O)CSc3ccc(Cl)cc3)s2)cc1OC
→ 11% | -3% | 4% | -10% | -16% | . | 14% | 0%
25. COc1cc(S(=O)(=O)NCCc2ccc3c(c2)OCO3)ccc1-n1cnnn1
→ -2% | 0% | -6% | 1% | 0% | -5%[10 µM] | -5% | -3%
26. CCCN(CCC)CC(O)Cn1cc(/C=C/C(=O)c2ccc(OCC)cc2)c2ccccc21 (configuration not stated)
→ -3% | 0% | . | ? | 8.9µM* | . | -4% | .
27. CN(C)c1cccc(O)c1
→ 4% | . | -17% | . | . | 4% | 5% | -6%
28. Cc1nc(NC2CCCCC2)c2nc(-c3ccccc3)n(CCN3CCCCC3)c2n1
→ 5% | 4% | . | -14% | ? | -48%[inhibitor] | 3% | 1%
29. O=S(=O)(c1cccc(NC(=S)N2CCN(c3ccc(F)cc3)CC2)c1)C(F)F
→ 4% | 4% | ? | ? | -16% | -7%[10 µM] | 7% | -10%
30. CCCCNCC(=O)Nc1sc(C)c(C)c1C(=O)OCC
→ -18% | 9% | -2% | 0% | -8% | 13%[10 µM] | -4% | -1%

Four entries from above, field by field.
14) CCSc1ccccc1C(=O)Nc1cc(OC)c(OC)c(OC)c1
  TRb-SRC2 inh: 0% | Tau fibril FP: 1% | L3MBTL1 inh: 3% | Tau fluor cs: -2% | Tau fibril ThT: 1% | HTT cytoprotect: -11% | TR SRC2 fluor cs: 0% | RECQ1 helicase: 20%

15) O=C(NCc1n[nH]c(=S)n1Cc1ccccc1)c1ccc(Cl)cc1Cl
  TRb-SRC2 inh: 0% | Tau fibril FP: 2% | L3MBTL1 inh: 5% | Tau fluor cs: -8% | Tau fibril ThT: -3% | HTT cytoprotect: ? | TR SRC2 fluor cs: -2% | RECQ1 helicase: -5%

16) CCC1Oc2ccc(C)cc2N(CC(=O)N2CCN(c3ccc(F)cc3)CC2)C1=O (configuration not stated)
  TRb-SRC2 inh: -2% | Tau fibril FP: 6% | L3MBTL1 inh: 4% | Tau fluor cs: -15% | Tau fibril ThT: -4% | HTT cytoprotect: -11% | TR SRC2 fluor cs: -1% | RECQ1 helicase: 10%

17) CCCCOc1ccc(C2c3c(-c4ccccc4O)n[nH]c3C(=O)N2Cc2ccncc2)cc1OC (configuration not stated)
  TRb-SRC2 inh: 2% | Tau fibril FP: 9% | L3MBTL1 inh: . | Tau fluor cs: ? | Tau fibril ThT: -13% | HTT cytoprotect: . | TR SRC2 fluor cs: -2% | RECQ1 helicase: .

Later entries.
No. | mol | TRb-SRC2 inh | Tau fibril FP | L3MBTL1 inh | Tau fluor cs | Tau fibril ThT | HTT cytoprotect | TR SRC2 fluor cs | RECQ1 helicase
31 | CCCCN1C(=O)/C(=c2\sc3nc(=O)c(-c4ccccc4)nn3c2=O)c2ccccc21 | 5% | -11% | -3% | -6% | ? | -14% | 0% | -11%
32 | O=C(NN1C(=O)/C(=C/C=C/c2ccco2)SC1=S)c1ccncc1 | -4% | ? | . | ? | . | -13%[10 µM] | -20% | 3.5µM*
33 | Cc1cc(C)nc(-n2nc(C)cc2NC(=O)c2cccc(S(=O)(=O)N(C)C)c2)n1 | -7% | -2% | 0% | -4% | -12% | -9% | -5% | -7%
34 | Cc1ccc2[nH]c(=O)c(CN(CCCN(C)C)C(=O)Nc3ccc(Cl)cc3)cc2c1 | 9% | -5% | . | -16% | 3% | -29% | 0% | -4%
35 | CC(C)Oc1ccc(CNC(=O)c2ccc(Cn3c(=O)c4cccn4c4cccnc43)cc2)cc1 | 8% | -7% | . | -4% | 11% | . | -2% | .
36 | COc1ccc(-n2c(/C=C3\C(=O)N(C)c4ccccc43)nc3ccccc3c2=O)cc1 | -2% | -7% | . | -1% | ? | -18%[10 µM] | 0% | -14%
37 | Cn1nc(C(F)(F)F)c(CN2CC(C)(C)C2=O)c1N1CCOCC1 | 7% | 3% | 8% | -2% | -5% | -12% | -1% | 4%
38 | Cc1ccc(S(=O)(=O)NCC(=O)N(CC(=O)NCC2CCCO2)Cc2ccccc2)cc1 (configuration not stated) | -4% | -2% | . | -7% | -16% | 6% | 0% | i
39 | O=C(Cc1ccc(Br)cc1)Nc1ccc(Cl)cc1 | -12% | -13% | 6% | -4% | 0% | 3% | -2% | -6%
40 | Cc1ccc(NC(=O)c2cnccn2)cc1 | 2% | 0% | . | -9% | -8% | -49%[inhibitor] | -2% | i
41 | C=C(C)CNC(=S)N1CCNC(=O)C1CC(=O)OC (configuration not stated) | -10%[53 µM] | -9% | 5% | 6% | 6% | 5%[10 µM] | -1%[53 µM] | -6%
42 | CCS(=O)(=O)N1CCC(C(=O)NCCC(C)C)CC1 | -16% | -4% | . | -6% | 0% | . | -1% | .

Reformatted field by field: entries from further up.
37) Cn1nc(C(F)(F)F)c(CN2CC(C)(C)C2=O)c1N1CCOCC1
  TRb-SRC2 inh = 7%; Tau fibril FP = 3%; L3MBTL1 inh = 8%; Tau fluor cs = -2%; Tau fibril ThT = -5%; HTT cytoprotect = -12%; TR SRC2 fluor cs = -1%; RECQ1 helicase = 4%
38) Cc1ccc(S(=O)(=O)NCC(=O)N(CC(=O)NCC2CCCO2)Cc2ccccc2)cc1 (configuration not stated)
  TRb-SRC2 inh = -4%; Tau fibril FP = -2%; L3MBTL1 inh = .; Tau fluor cs = -7%; Tau fibril ThT = -16%; HTT cytoprotect = 6%; TR SRC2 fluor cs = 0%; RECQ1 helicase = i

Compound activity deposited in PubChem BioAssay by National Center for Advancing Translational Sciences (NCATS).
